Assay outcomes deposited in PubChem by several laboratories.
MT stabilizer: stabilizes microtubules in HeLa cells. HeLa tubulin immunostaining HCS, 24 h; share of cells brighter than vehicle mean+2SD. % tubulin-high responders, % at 10 µM. 200,000 tested, 0.83% active. AID 2205;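 active = plate Z-score above 3 for both tubulin-high and condensed-nucleus cell shares, with cell loss under 80%, at 10 µM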;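 also: anti alpha tubulin signal scored within the nucleus-defined area of each cell; some results filed as inactive read as strong as hits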
b-catenin transl: beta-catenin nuclear translocation modulation. 190,000 tested, 0.3% active. HeLa beta-catenin nuclear translocation, immunofluorescence imaging. nuclear translocation activity, % at 5 µM. AID 1665;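 active = nuclear translocation activity above 50% at 5 µM, with a well cell count of 50 or more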;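 also: per-cell ratio of nuclear to cytoplasmic median beta-catenin stain intensity; plate controls were DMSO negative control for no effect and GSK-3 inhibitor IX positive control for full effect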
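test system = HeLa cells, endogenous beta-catenin | dosing = single 5 µM dose plus 0.02–20 µM confirmation series | times = compound treatment 24 h, 37°C, 5% CO2 | technique = beta-catenin immunofluorescence imaging with DAPI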
Dynein transport: dynein cargo transport inhibition; 3617.4 mouse cells, GR-EGFP nuclear translocation imaging; test concentration mostly 20 µM; stimulated with dexamethasone, 1 µM; hits give low values; 220,000 tested, 0.47% active; z-score, hits read low; AID 1381;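 active = plate z-score of nuclear minus cytoplasmic receptor signal below a set negative limit, without overly bright fluorescence or cell loss, cut at about -3.5 in these data, passing the limit was not always enough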;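 also: z-score of nuclear minus cytoplasmic ring GR-EGFP intensity difference per well; some compounds called inactive have numbers as strong as hits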
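medium = tetracycline-free induction medium containing charcoal-stripped FBS | also added = 1.0 µM final dexamethasone stimulus | schedule = 48 h induction, 1 h compound, 30 min dex at 37 °C | technique = fixed, Hoechst-stained cells imaged at 10x for EGFP | measure = GR-EGFP nuclear translocation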
HIV peptide binding: inhibitors of HIV fusion peptide binding, primary screen, biochemical, uHTS, fluorescence dequenching (AID 1986). cell-free peptide binding, fluorescence dequenching, 30 min; higher % means a stronger effect. inhibition, % at 20 µM; hits with a dose series show IC50 in µM. 290,000 tested, 0.3% active; in the data active = inhibition mostly above about 52%, no sharp cut-off; inactive = mostly below about 76%; also: some results filed as inactive read as strong as hits
Autophagy mod: autophagy modulation, high-content screen. MEF GFP-LC3 puncta imaging; test concentration mostly 10 µM. calls only at 10 µM (by protocol). 190,000 tested, 0.98% active. AID 463193;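 active = percentage of spot-positive cells more than 3 SD above its plate mean, without a fluorescence outlier flag or 80% toxicity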;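 also: spot-positive cell cutoff set from DMSO-treated cells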
WT yeast gro inh: growth inhibition of WT yeast, mitochondrial fusion screen; mitochondrial fusion phenotypic screen, WT strain; inhibition, % at 10 µM; 190,000 tested, 2.1% active; AID 1362; in the data active = inhibition above about 58%; tested in S. cerevisiae
Yfh1-off respiration: mitochondrial function rescue without frataxin homolog – Friedreich's ataxia, plus single-dose screen, dose response (AID 1465); S. cerevisiae Yfh1-off respiration, WST-1 reduction, 72 h; higher fold induction means a stronger effect; fold induction at 50 µM, or EC50 in µM where a hit was titrated; 220,000 tested, 0.074% active;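 active = fold induction of absorbance versus untreated yeast above a set limit, then at least 30% activation at any dose in follow-up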;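 also: activators that raise dye reduction in frataxin-depleted yeast; strong numbers were not always called active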
AID2073: inhibitors of Mint1-CaV2.2 protein interaction, biochemical, HTRF (AID 2073); HTRF protein-protein interaction, Mint1-CaV2.2; higher % means a stronger effect; one-dose inhibition, % at 20 µM; IC50 in µM for titrated hits; 290,000 tested, 0.19% active; in the data active = inhibition mostly above about 51%, no sharp cut-off; also: some results filed as inactive read as strong as hits
Insulin prom up: MIN6 insulin promoter up-regulation; 190,000 tested, 0.3% active; z-score at 5 µM; MIN6 insulin promoter-GFP reporter, high-content imaging; hits give high values; AID 1625;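 active = z-score above 3 at 5 µM with at least 500 cells counted in the well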
WT yeast gro inh mutant strain: second read-out of WT yeast gro inh, no call of its own (marks repeat the call); inhibition, %; mitochondrial fusion phenotypic screen, mutant strain inhibition
Dynein transport cytoplasmic EGFP: also measured in Dynein transport; calls as there; z-score; measured here: cytoplasmic GR-EGFP intensity; hits give high values
Dynein transport nuclear GR-EGFP: further read-out of Dynein transport, marked with its call; z-score; measured here: nuclear GR-EGFP intensity;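 lower value marks the stronger effect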
Dynein transport cell count: also measured in Dynein transport; calls as there; z-score; measured here: cell count per field
Insulin prom up cell count: further read-out of Insulin prom up, marked with its call; cell count; measured here: cytotoxicity, nuclei count;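 total cells summed across four imaged fields per well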
b-catenin transl cell count 5 µM: further read-out of b-catenin transl, marked with its call; cell count; measured here: cell count, cytotoxicity flag
MT stabilizer Hoechst-high %: recorded beside MT stabilizer, whose call it bears; % Hoechst-high responders; measured here: nuclear condensation Hoechst responders;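 share of cells brighter than vehicle mean plus two SD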
MT stabilizer cytotoxicity %: second read-out of MT stabilizer, no call of its own (marks repeat the call); toxicity, %; measured here: cytotoxicity by cell density;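 0% = mean cell density of plate MIN control wells and 100% = no cells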
Autophagy mod cell loss 18 h: further read-out of Autophagy mod, marked with its call; toxicity, %; measured here: cell loss, nuclei count;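 cell loss after 18 h compound exposure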
The depositor's hits bear a star; i = inactive; x = not tested or not shown.

SMILES	MT stabilizer	MT stabilizer Hoechst-high %	MT stabilizer cytotoxicity %	b-catenin transl	b-catenin transl cell count 5 µM	Dynein transport	Dynein transport cytoplasmic EGFP	Dynein transport nuclear GR-EGFP	Dynein transport cell count	HIV peptide binding	Autophagy mod	Autophagy mod cell loss 18 h	WT yeast gro inh	WT yeast gro inh mutant strain	Yfh1-off respiration	AID2073	Insulin prom up	Insulin prom up cell count
CCc1cc2c(C)cc(=O)oc2cc1Oc1ncccc1[N+](=O)[O-]	6.0	1.7	7.8	1.0	1017	-0.23	-0.34	0.13	0.61	-2.0%	i	40	4	5	i	24%	-0.04	1336
COc1ccc(-c2nc(NC(C)=O)sc2-c2ccc(OC)cc2)cc1	6.0	2.9	7.0	-0.7	913	-0.5	-0.24	0.41	-0.18	-1.7%	i	10	24	17	i	-12%	-0.04	1654
Cc1ccccc1/C=N/NC(=O)c1sccc1C	4.8	1.4	5.3	-1.0	550	1.8	-0.058	1.2	-2.1	2.3%	i	8	23	-6	i	7%	-0.22	1185
COc1ccc(-c2nnc(SCc3ccccc3F)o2)cc1OC	2.9	1.8	9.1	-1.4	1050	0.32	0.08	0.66	0.36	-0.3%	i	-8	6	4	i	3%	0.27	1103
COc1ccc(OCc2nn3c(Cn4cnc5ccccc54)nnc3s2)cc1	3.0	5.3	5.7	-1.2	1163	-0.42	0.036	0.39	-0.21	1.7%	i	-5	-11	-7	i	35%	-1.8	805
COCCN(CCOC)S(=O)(=O)c1ccc(C(=O)Nc2nc(C)c(C(C)=O)s2)cc1	6.1	3.2	2.6	-2.0	1307	-0.03	-0.23	0.079	0.24	1.2%	i	2	-21	-3	i	1%	-0.38	1582
COCc1cc(=O)[nH]c2cc(NC(=O)C(C)(C)CCl)c(C)cc12	0.6	1.4	7.8	2.4	1059	-0.46	-0.2	-0.74	0.62	-1.3%	i	2	12	19	i	14%	-0.24	1886
Cn1c(=O)n(Cc2ccc(Cl)cc2)c2ccccc21	0.9	1.4	8.5	8.1	1076	-0.4	-0.31	-0.33	0.52	-0.3%	i	0	9	-3	i	2%	0.29	839
CC(C)Nc1nc(NC(C)C)nc(SCC(N)=O)n1	0.6	0.6	4.4	1.4	1470	-1.2	-0.27	-0.25	0.63	-1.9%	i	9	-23	-6	i	-4%	x	x
O=C(NCc1ccccn1)c1ccc2ccccc2n1	8.2	1.9	2.2	-2.9	1179	1.3	-0.15	0.75	-0.26	-0.8%	i	6	3	-6	i	4%	x	x

(next part)
SMILES	MT stabilizer	MT stabilizer Hoechst-high %	MT stabilizer cytotoxicity %	b-catenin transl	b-catenin transl cell count 5 µM	Dynein transport	Dynein transport cytoplasmic EGFP	Dynein transport nuclear GR-EGFP	Dynein transport cell count	HIV peptide binding	Autophagy mod	Autophagy mod cell loss 18 h	WT yeast gro inh	WT yeast gro inh mutant strain	Yfh1-off respiration	AID2073	Insulin prom up	Insulin prom up cell count
O=C(c1ccc(-c2ccccc2)cc1)C1CCCN(C(=O)Cn2cncn2)C1 (stereo not drawn)	2.4	2.9	3.9	1.6	1005	-0.7	-0.26	-0.36	0.83	-0.5%	i	-21	9	5	i	10%	1.1	1377
COc1cc(C(=O)NNC2=NC(C)(C)Cc3cc(C)c(C)cc32)cc(OC)c1OC	4.1	2.8	5.5	-0.6	1139	-0.021	-0.23	0.14	-0.019	1.1%	i	0	2	10	i	6%	-0.06	1596
Cc1ccc(NNC(=O)c2ccno2)cc1Cl	x	x	x	7.2	840	2.3	-0.28	0.9	-0.62	-3.1%	x	x	x	x	i	1%	x	x
NC(=O)CCN1CCN(Cc2nc(C(c3ccccc3)c3ccccc3)no2)CC1	5.2	1.9	8.5	0.6	965	-0.88	-0.29	-0.36	0.74	-1.4%	i	-26	8	9	i	26%	-0.37	1434
COCc1[nH]nc2c1C(C1C=CCCC1)C(C#N)=C(N)O2 (stereo not drawn)	3.2	1.3	4.7	-1.7	1065	0.17	-0.2	0.014	0.5	0.3%	i	8	6	11	i	-5%	0.12	1222
CCC(C)(C)n1nnnc1C(CC(C)C)N1CCC(C(N)=O)CC1 (stereo not drawn)	5.3	2.0	16	-0.6	926	-0.32	-0.19	0.068	0.26	1.2%	i	8	-20	12	i	1%	0.43	1262
FC(F)(F)c1nc(-c2ccncc2)ncc1-c1nnnn1-c1ccccc1	1.4	1.1	6.7	1.6	1428	-0.63	-0.21	-0.039	0.84	-3.3%	i	17	23	8	i	-6%	0	1507
COC(=O)c1cc(OC)c(OC)cc1NC(=O)c1cccnc1	2.3	1.7	1.6	-0.5	570	0.031	-0.23	-0.077	-0.16	0.2%	i	-1	11	1	i	-4%	-0.34	1334
CC(=O)c1cccc(NC(=O)CCOc2ccccc2)c1	2.3	3.3	20	-1.5	1077	-0.36	0.26	0.044	0.084	0.8%	i	2	-5	1	i	4%	-0.09	1341
CC(C)(C)c1cc[n+](/C(C(=S)Nc2ccccc2F)=C(/[O-])c2ccc3c(c2)OCCO3)cc1	2.4	3.0	5.5	3.3	1014	-0.6	-0.23	-0.27	0.11	-1.5%	i	7	-3	4	i	12%	-1.7	1086

Other compounds
SMILES	MT stabilizer	MT stabilizer Hoechst-high %	MT stabilizer cytotoxicity %	b-catenin transl	b-catenin transl cell count 5 µM	Dynein transport	Dynein transport cytoplasmic EGFP	Dynein transport nuclear GR-EGFP	Dynein transport cell count	HIV peptide binding	Autophagy mod	Autophagy mod cell loss 18 h	WT yeast gro inh	WT yeast gro inh mutant strain	Yfh1-off respiration	AID2073	Insulin prom up	Insulin prom up cell count
COCc1cc(/C=N\NC(=O)COc2ccccc2)ccc1OC	2.6	2.3	2.0	0.9	507	-0.25	0.16	-0.14	0.38	2.5%	i	4	6	14	i	-3%	-0.04	1244
CCC(C)(C)C1CCc2c(sc(NC(=O)c3cccs3)c2C(N)=O)C1 (stereo not drawn)	3.8	1.8	0.2	-1.1	1145	0.99	0.42	1	-1.6	1.2%	i	0	22	3	x	24%	-3.2	1405
O=C(CSc1nc(Cc2ccccc2)nc2ccccc12)c1ccc2c(c1)OCCO2	1.6	1.6	5.7	-3.5	1114	x	x	x	x	2.2%	i	21	10	8	i	5%	0.03	1746
O=C1CCC([N+](=O)[O-])C(c2ccccc2Cl)N1 (stereo not drawn)	1.3	1.8	11	-2.1	1235	-0.73	-0.014	-0.13	0.46	-1.8%	i	-3	-5	0	i	2%	x	x
COc1cccc(CNc2ccc(F)c(Cl)c2)c1OC	1.2	1.8	18	x	x	0.32	-0.19	0.011	0.46	-1.4%	i	-1	19	13	i	-3%	-0.38	1005
O=C(N/N=C/C=C/c1ccccc1)c1ccccn1	x	x	x	0.5	1346	0.21	-0.26	-0.016	-0.11	-0.8%	x	x	x	x	i	-5%	x	x
CN(CC#CCC(c1ccccc1)c1ccccc1)C(C)(C)C	3.3	2.5	4.9	2.5	1434	-1.6	0.9	0.077	0.75	1.1%	i	14	9	20	i	1%	-0.24	1064
O=C(NNC(=O)C(O)(c1ccccc1)c1ccccc1)C1CC1	1.3	1.0	7.1	-1.4	1064	0.49	-0.36	-0.42	0.48	-0.2%	i	4	4	-5	i	5%	0.86	1231
Cc1ccc(S(=O)(=O)CCC(=O)NCc2ccco2)cc1	2.6	1.0	7.1	-4.0	1261	0.11	-0.23	0.68	-0.23	-1.7%	i	-6	0	1	i	-5%	-0.5	857
O=C(NC1CCCCC1)NC1CCN(C(=S)NCc2ccco2)CC1	1.7	1.6	8.3	-4.0	992	-0.46	-0.13	0.21	0.34	-2.4%	i	13	-7	-14	i	-29%	0.16	1533
Cc1cc(NC(=O)c2c(F)cccc2F)n(-c2nc3ccccc3[nH]2)n1	3.4	2.9	1.3	-0.7	1363	0.83	-0.17	1.5	-0.56	1.8%	i	-26	5	18	i	30%	-1.4	1548

Entries of single compounds, looked up by structure. Screens in order: MT stabilizer | MT stabilizer Hoechst-high % | MT stabilizer cytotoxicity % | b-catenin transl | b-catenin transl cell count 5 µM | Dynein transport | Dynein transport cytoplasmic EGFP | Dynein transport nuclear GR-EGFP | Dynein transport cell count | HIV peptide binding | Autophagy mod | Autophagy mod cell loss 18 h | WT yeast gro inh | WT yeast gro inh mutant strain | Yfh1-off respiration | AID2073 | Insulin prom up | Insulin prom up cell count
Results for Cc1ccc(S(=O)(=O)CCC(=O)NCc2ccco2)cc1 = 2.6 | 1.0 | 7.1 | -4.0 | 1261 | 0.11 | -0.23 | 0.68 | -0.23 | -1.7% | i | -6 | 0 | 1 | i | -5% | -0.5 | 857
Results for COC(=O)c1cc(OC)c(OC)cc1NC(=O)c1cccnc1 = 2.3 | 1.7 | 1.6 | -0.5 | 570 | 0.031 | -0.23 | -0.077 | -0.16 | 0.2% | i | -1 | 11 | 1 | i | -4% | -0.34 | 1334
Results for CN(CC#CCC(c1ccccc1)c1ccccc1)C(C)(C)C = 3.3 | 2.5 | 4.9 | 2.5 | 1434 | -1.6 | 0.9 | 0.077 | 0.75 | 1.1% | i | 14 | 9 | 20 | i | 1% | -0.24 | 1064
